GCN5L2 inh = qHTS Assay for Inhibitors of GCN5L2 | Histone acetyltransferase KAT2A (Homo sapiens), Q92830 | GCN5L2 HAT assay, ThioGlo1 CoA-SH fluorescence | Potency, µM (titrated, usually from 58.9 µM), for the others: at the highest dose activity change, negative = inhibition, hits mostly inhibitors | 390,000 tested, 0.21% active | AID 504327, 2011
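Free CoA generated was detected with ThioGlo1 (50uM) fluorescence at Ex340nm/Em540nm, read immediately and after 20 min at room temperature. Enzyme, 20 nM in HEPES pH 7.5 buffer, saw compounds 15 min before adding 75uM H3(1-25) peptide and 70uM acetyl-CoA.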
TDP1 cell CPT = qHTS for Inhibitors of human tyrosyl-DNA phosphodiesterase 1 (TDP1): qHTS in cells in presence of CPT; chicken DT40 Tdp1-/-;hTDP1 cells + 20 nM CPT, ATP luminescence, 48 h; 420,000 tested, 12% active; Potency, µM (highest dose often 46.2 µM), inactives show at the highest dose activity change, negative = growth inhibition, most hits filed as inhibitors; further: nearly all actives have a fitted effect of over 55% in size
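Cell growth measured by CellTiter-Glo luminescence after a minimum 48 h, 37 C compound exposure with 20 nM CPT in Tdp1-knockout DT40 cells stably expressing hTDP1, seeded 400/well; qHTS titration format.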
FEN1 inhibitor = qHTS Assay for the Inhibitors of Human Flap endonuclease 1 (FEN1); P39748; Recombinant FEN1 flap cleavage, fluorescence, 15 min; AID 588795, 2011; Potency, µM (titrated, usually from 114 µM), for inactives: at the highest dose activity change, negative = inhibition, actives largely listed as inhibitors; 390,000 tested, 0.35% active; further: nearly all actives have a fitted effect of over 65% in size
Target sequence (P39748 whole entry, looked up): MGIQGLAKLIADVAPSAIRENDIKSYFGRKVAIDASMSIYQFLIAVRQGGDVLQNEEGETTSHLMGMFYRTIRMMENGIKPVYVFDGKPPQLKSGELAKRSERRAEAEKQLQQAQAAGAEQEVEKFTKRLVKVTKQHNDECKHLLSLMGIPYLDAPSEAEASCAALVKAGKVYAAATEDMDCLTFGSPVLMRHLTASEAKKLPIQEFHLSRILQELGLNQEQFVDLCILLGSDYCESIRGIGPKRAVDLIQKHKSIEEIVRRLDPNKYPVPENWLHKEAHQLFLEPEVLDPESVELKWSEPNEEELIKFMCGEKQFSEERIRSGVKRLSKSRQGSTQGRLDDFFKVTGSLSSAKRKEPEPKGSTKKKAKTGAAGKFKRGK
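Steps: FEN1 (10 nM) dispensed; compound added by pin tool; 15 min at room temperature; substrate added to 50 nM final; reads at 0 min and 15 min; data normalized and fitted (four-parameter Hill).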
The depositor's hits bear a star; ? = inconclusive; . = not tested or not shown; [ ] = remark or other dose. The call rests on the fitted dose curve; in most records, active means well fitted curve in the direction sought with a large enough effect; inconclusive means small, poorly fitted or top-dose-only effect, or another doubt; inactive means no such curve, though single readings can be large; an effect the other way counts as inactive or inconclusive. On the % scale 0 is the no-effect control and ±100 the full control effect; potency means the concentration at half of the fitted maximal effect. This is a subset; rates above refer to the full screens.

SMILES | GCN5L2 inh | TDP1 cell CPT | FEN1 inhibitor
CC[C@@]12C(=O)N(c3cccc(F)c3)C(=O)N1[C@H](c1ccc(OC)cc1)[C@@H]1C(=O)N(C(C)(C)C)C(=O)[C@@H]12 | -3% | -40% | 10%
CC(=O)Nc1ccc(C2NC(=O)c3ccccc3O2)cc1 (stereo unspecified) | 0% | -2% | -1%
CC(C)c1ccc(NC(=O)C(c2ccccc2)N(Cc2ccco2)C(=O)CC2NC(=O)NC2=O)cc1 (stereo unspecified) | -10% | 6% | -21%
COc1ccc(S(=O)(=O)NC(CC(=O)N2CCc3ccccc32)c2ccco2)cc1 (stereo unspecified) | -19% | -41% | -5%
Cc1cc(CCC(=O)O)c(C)cc1CCC(=O)O | -7% | -1% | 0%
CN(c1ccc(C(=O)Nc2ccccc2Sc2ccccc2)cc1)S(C)(=O)=O | -24% | ? | 8%
CCOC(=O)c1ccccc1NC(=O)N1CCN2CCCCC2C1 (stereo unspecified) | -10% | 21% | -11%
Cc1c2c(cc3c1[nH]c1ccccc13)C=NCC2 | . | ? | 50µM*
CN(C1CCCCC1)S(=O)(=O)c1ccc2c(c1)c(=O)c(C(=O)NCc1ccccc1Cl)cn2C | -3% | -14% | 13%
Cc1ccccc1CN1CCNC(=O)C1CC(=O)NCCC1=CCCCC1 (stereo unspecified) | ? | 13% | -7%
CC(=O)Nc1cc(F)c2c(c1F)Cc1cc(F)ccc1-2 | . | 3% | -7%
Cc1ccc(N(CC(=O)NCC2CCCO2)C(=O)CCC(=O)Nc2nccs2)cc1 (stereo unspecified) | -7% | 6% | -3%
Cc1ccc2ncc(C)c(C)c2c1 | . | -2% | 2%
Cc1onc(-c2ccccc2)c1C(=O)NNC(=S)NC(=O)c1ccc(Cl)cc1Cl | -2% | ? | -5%
CCOn1c(-n2nc(C)cc2C)nc2ccccc2c1=O | 12% | 9% | 7%
O=C(Nc1ccccc1)Nc1cc(OCC(F)(F)F)cc(OCC(F)(F)F)c1 | -7% | 4.1µM* | 6%
O=C(Cn1cncn1)N/N=C/c1cccnc1 | -2% | 13% | -2%
Cc1c(C(=O)NCc2ccco2)sc2nc(-c3ccccc3)cn12 | -9% | ? | 3%
CS(=O)(=O)c1ccc(-c2nnc(NC(=O)c3cccc(N4C(=O)CCC4=O)c3)o2)cc1 | -4% | 20% | -1%
COC(=O)COc1ccccc1C(N)=O | -1% | -23% | -3%
Cc1cccc(S(=O)(=O)CC(=O)Nc2nc(-c3ccccc3)cs2)c1 | ? | ? | 0%
CCOC(=O)N1CCN(Cc2nc(Cc3cccc(F)c3)no2)CC1 | -10% | 5% | 8%
Cc1nc(C(C)NC(=O)c2cc(COc3ccc(C)c(C)c3)on2)c(C)s1 (stereo unspecified) | -17% | ? | 0%
CSc1nc(C(=O)N2CCCC(N3CCN(c4ccccc4C)CC3)C2)cs1 (stereo unspecified) | -7% | 21µM* | -6%
CCOC(=O)c1c(C)n(OCc2ccccc2)c2ccc3nonc3c12 | -4% | ? | -4%
Additional records:
SMILES | GCN5L2 inh | TDP1 cell CPT | FEN1 inhibitor
COc1ccc(NC(=O)c2c[nH]c(=O)n(-c3ccc(C)c(C)c3)c2=O)c(OC)c1 | . | ? | 25%
COc1cccc([C@@H]2CC=C(C(=O)O)[C@H](c3ccc(Cl)cc3)N2S(=O)(=O)c2ccc(C)cc2)c1 | 0% | -15% | 14%
O=C(Nc1ccccc1N1CCN(c2ccccc2)CC1)C1CCCCC1 | -5% | -3% | 10%
CC1CCN(CCCNC(=O)c2cc(Sc3ccc(F)cc3)nc3ccccc23)CC1 | 0% | 23µM* | -12%
COc1ccccc1CN(CC(=O)NCc1ccco1)C(=O)CNS(=O)(=O)c1ccc(C)cc1 | -3% | -26% | -1%
CC(C)(CO)NC(=O)CC1C(=O)NCCN1Cc1ccc(-c2ccccc2)cc1 (stereo unspecified) | -7% | 21% | 10%
CCN(CC)CCCN(C(=O)c1cccs1)c1nc(-c2ccc(OC)cc2)cs1 | -3% | 18µM* | -29%
CC(OC(=O)CN1C(=O)c2ccccc2C1=O)C(=O)N(C)c1ccccc1 (stereo unspecified) | -5% | -1% | 3%
COc1ccc(NC(=O)C2CC(c3c(F)cccc3Cl)=NO2)cc1OC (stereo unspecified) | -1% | ? | -8%
O=C1CCc2ccccc2N1Cc1ccccc1 | 4% | 18% | 5%
Cc1ccc(NC(=O)CCS(=O)(=O)c2cccc3nonc23)cc1 | -2% | -9% | -2%
O=C(COc1nncc2ccccc12)Nc1ccc(F)c(F)c1 | -4% | -11% | 3%
CCC(CC)C(=O)N(c1ccc(F)cc1)C1C=CS(=O)(=O)C1 (stereo unspecified) | 1% | -17% | -1%
CC1(C)CC(=O)C(Br)=C(O)C1 | -8% | -6% | 1%
CCn1c(SCC(=O)Nc2nc3ccc(C)cc3s2)nc2c(c1=O)SC(C)C2 (stereo unspecified) | 1% | 16µM* | -9%
CC(C)c1ccc(/C=C/C(=O)O)cc1 | -3% | 26% | 11%
CCn1cc(C(=O)N2CCN(c3ccc(C)cc3)C(C)C2)c(=O)c2cc(S(=O)(=O)N3CCCC3)ccc21 (stereo unspecified) | -8% | ? | 14%
CCCc1ccc(-c2cc(C(=O)N3CCN(c4ccccn4)CC3)c3ccccc3n2)cc1 | 1% | ? | -26%
O=c1cc(O)nc[nH]1 | -18% | -4% | 4%
CCc1ccc(NC(=O)CSc2ccccn2)cc1 | -10% | 2% | -8%
Cc1ccccc1-c1nc(CN2CCCC(C(=O)NCCCN3CCOCC3)C2)c(C)o1 (stereo unspecified) | -3% | 3% | -3%
COc1cc(/C=N/NC(=O)C(C)n2nnc3ccccc32)ccc1O (stereo unspecified) | -5% | 10% | 6%
CCn1c(CNc2ccc(C)cc2)nnc1SCC(N)=O | -2% | -1% | -8%
Cn1c(=O)c2c(nc(CN3CCN(C(=O)c4ccco4)CC3)n2CCCc2ccccc2)n(C)c1=O | -16% | ? | -25%
CCOC(=O)Cc1csc(NC(=O)c2c(O)c3ccccc3n(CC(C)C)c2=O)n1 | -4% | -6% | 3%

A run of entries taken from the entries so far, for reference:
SMILES | GCN5L2 inh | TDP1 cell CPT | FEN1 inhibitor
CCn1c(CNc2ccc(C)cc2)nnc1SCC(N)=O | -2% | -1% | -8%
Cn1c(=O)c2c(nc(CN3CCN(C(=O)c4ccco4)CC3)n2CCCc2ccccc2)n(C)c1=O | -16% | ? | -25%
CCOC(=O)Cc1csc(NC(=O)c2c(O)c3ccccc3n(CC(C)C)c2=O)n1 | -4% | -6% | 3%

Compounds shown so far containing a COOH group (3):
SMILES | GCN5L2 inh | TDP1 cell CPT | FEN1 inhibitor
Cc1cc(CCC(=O)O)c(C)cc1CCC(=O)O | -7% | -1% | 0%
COc1cccc([C@@H]2CC=C(C(=O)O)[C@H](c3ccc(Cl)cc3)N2S(=O)(=O)c2ccc(C)cc2)c1 | 0% | -15% | 14%
CC(C)c1ccc(/C=C/C(=O)O)cc1 | -3% | 26% | 11%

Continuation.
SMILES | GCN5L2 inh | TDP1 cell CPT | FEN1 inhibitor
O=C(O)CCCNC(=O)/C(=C\C=C\c1ccccc1)NC(=O)c1ccccc1Cl | -8% | -15% | 10%
Cc1nc(-c2ccc([N+](=O)[O-])cc2)c(-c2ccccc2)o1 | 0% | -23% | -1%
CC(=O)c1c(C)nc2ccccc2c1N | -8% | 2% | -2%
CN(C(=O)c1ccc2c(c1)C(=O)N(CCC1=CCCCC1)C2=O)C1CCCCC1 | -6% | ? | -18%
Cc1ccc(OCCSc2nc(-c3ccccc3C)nc3cc(=O)[nH]n23)cc1Cl | -6% | 16µM* | ?
Cc1noc(C)c1COC(=O)/C=C/c1ccccc1Cl | -6% | -8% | 6%
Cc1cccc(CN2CCC(C(=O)Nc3ccc(Oc4cccnc4)cc3)CC2)c1 | -5% | ? | -2%
CCN(CC)C(=S)NC(=O)c1ccc(F)cc1 | -12% | ? | -12%
Cc1ccc(Cl)cc1N1CCN(C(=O)c2cc(S(=O)(=O)N3CCCCCC3)cn2C)CC1 | -5% | ? | -14%
Cc1ccc2ncnc(-c3ccccc3)c2c1 | -9% | -10% | -3%
O=C(O)Cc1ccc(NC(=O)C2CCCCC2C(=O)O)cc1 (stereo unspecified) | 18% | 20% | 2%
Cn1cc(Br)cc2nc(C(F)(F)F)nc1-2 | -23% | 9% | -1%
COc1ccc(NC2CC(=O)N(CCc3ccccc3)C2=O)cc1 (stereo unspecified) | -7% | 6% | 0%
COc1ccccc1/C=C1\SC(=S)N(CCC(=O)NCCCn2ccnc2)C1=O | -11% | 9% | 20%
CCc1ccc(NC2=CC(=O)CC(C)(C)C2)cc1 | 2% | -5% | 1%
Cc1ccc(CSc2nc3nc(C)cc(C)c3c(=O)[nH]2)cc1 | -8% | 7% | -8%
CCC1CCc2c(sc(NC(C)=O)c2C#N)C1 (stereo unspecified) | 2% | -10% | 1%
COc1ccccc1CNC(=O)C1CCCN(S(=O)(=O)c2cccs2)C1 (stereo unspecified) | -6% | -1% | -8%
CC(=O)N1N=C(c2ccc(C)o2)CC1c1cccc(F)c1 (stereo unspecified) | -2% | -17% | 2%
S=C(NCCc1ccccn1)Nc1ccc(Cl)cc1 | 0% | 18µM* | 6%
Cc1ccc(S(=O)(=O)NCC(=O)OCc2csc(CC(=O)Nc3ccccc3C)n2)cc1C | . | 2% | 10%
Cc1ccccc1OCC(O)Cn1c(N2CCCCC2)nc2c1c(=O)[nH]c(=O)n2C (stereo unspecified) | -7% | ? | 0%
COC(=O)c1ccc(C2/C(=C(\O)c3ccc(OC)c(C)c3)C(=O)C(=O)N2c2cc(C)on2)cc1 (stereo unspecified) | -4% | -16% | 2%
O=C(N/N=C/c1ccco1)C1CC1c1ccccc1 (stereo unspecified) | 3% | 16% | -4%
CCc1ccccc1Nc1nn2c(=O)c3ccc(C(=O)NCCc4ccccc4)cc3nc2s1 | 1% | 10µM* | -4%

Of the compounds above, 2 have a CF3 group.
SMILES | GCN5L2 inh | TDP1 cell CPT | FEN1 inhibitor
O=C(Nc1ccccc1)Nc1cc(OCC(F)(F)F)cc(OCC(F)(F)F)c1 | -7% | 4.1µM* | 6%
Cn1cc(Br)cc2nc(C(F)(F)F)nc1-2 | -23% | 9% | -1%

In the list so far, two contain bromine.
SMILES | GCN5L2 inh | TDP1 cell CPT | FEN1 inhibitor
CC1(C)CC(=O)C(Br)=C(O)C1 | -8% | -6% | 1%
Cn1cc(Br)cc2nc(C(F)(F)F)nc1-2 | -23% | 9% | -1%

(more compounds)
SMILES | GCN5L2 inh | TDP1 cell CPT | FEN1 inhibitor
CCN(CC)CCOc1c(C)cccc1Cl | 4% | 0% | -3%
Cn1cc(CCC(=O)NCc2cccc(Cl)c2)c2ccccc21 | -26% | -15% | 13%
NS(=O)(=O)c1ccc(N/N=C/c2ccncc2)cc1 | -4% | 0% | -1%
CCOc1ccc(NC(=O)CC2NCCNC2=O)cc1 (stereo unspecified) | -1% | -1% | -2%
COC(=O)C(NNc1ccccc1)(NC(=O)c1ccc(F)cc1)C(F)(F)F (stereo unspecified) | -6% | ? | -13%
CCN(CC)CCn1c2ccccc2c2nc(C)sc21 | -2% | -4% | -14%
COc1ccc(-c2ccnc(SCC(=O)c3ccc(Cl)cc3)n2)cc1 | -25% | -26% | -19%
Cc1nnc(SCCC(=O)Nc2ccccc2Cl)o1 | -20% | -1% | 6%
CCn1nc(C)c(C2C(C#N)=C(N)Oc3n[nH]c(C)c32)c1C (stereo unspecified) | -3% | 3% | -2%
CCCCNC1CCS(=O)(=O)C1 (stereo unspecified) | -6%[0.501 µM] | -21% | -4%
CN(c1ccccc1)S(=O)(=O)c1ccc2c(c1)oc(=O)n2C | -1% | -6% | -4%
CCOC(=O)CNC(=S)N(Cc1ccccc1)Cc1cccnc1 | -5% | 4% | 0%
CC(C)=CCC/C(C)=C/CNC(=O)CC1C[C@H](C(=O)N(C(C)C)C(C)C)[C@@]2(C)c3[nH]c4ccccc4c3CCN2C1=O (stereo partly specified) | -17% | 16µM* | 4%
Cc1ccc(C(=O)O)cc1NCc1ccncc1 | 0% | 7% | -1%

Assay outcomes deposited in PubChem BioAssay by National Center for Advancing Translational Sciences (NCATS).
